# Bioassay records from PubChem BioAssay.
# HCV NS3 hel inh = HCV NS3 helicase inhibition; NS3 helicase DNA unwinding, Cy5 molecular beacon fluorescence; hit rate 0.56% among 290,000; AID 1800; inhibition, % at 10.9 µM;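 active means inhibition above the mean of all tested compounds plus 3 SD, set per campaign, cut at about 35% in these data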;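 further: 0% = DMSO wells and 100% = thioflavine S control wells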
#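 Material: hepatitis C virus NS3 helicase domain fragment enzyme; measured by: Cy5 fluorescence, 0 and 60 min reads; control set: DMSO and thioflavine S; incubation: 60 min unwinding reaction at 25 °C after ATP addition; read-out basis: % inhibition from 60/0 min fluorescence ratio, DMSO 0%, thioflavine S 100%; repeats: singlicate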
# SUMO HTRF inh = blocks human SUMOylation mediated by UBC9; P63279; HTRF SUMOylation assay, SAE1/SAE2 + UBC9, in vitro; inhibition, % at 35 µM; hit rate 0.36% among 290,000; in the data active means inhibition above about 50%, passing the limit was not always enough; further: strong numbers were not always called active
# Target sequence (P63279 whole entry, looked up): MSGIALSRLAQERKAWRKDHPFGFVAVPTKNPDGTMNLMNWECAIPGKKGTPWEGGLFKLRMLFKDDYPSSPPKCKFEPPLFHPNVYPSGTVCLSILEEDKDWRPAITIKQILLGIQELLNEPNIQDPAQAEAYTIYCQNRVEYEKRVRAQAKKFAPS
# PfM18AAP inh = blocks P. falciparum M18 aspartyl aminopeptidase; recombinant PfM18AAP, H-Glu-NHMec fluorogenic cleavage; hit rate 1.2% among 290,000; AID 1822; inhibition, % at 7.35 µM;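 active means inhibition above the campaign mean inhibition over all tested compounds plus 3 SD, cut at about 28% in these data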;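 further: 0% = plate median of test compound wells and 100% = 2 mM ZnCl2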
# NALP1 yeast inh = blocks the NALP1 inflammasome reconstituted in yeast; inhibition, % at 10 µM; S. cerevisiae NALP1/ASC/caspase-1 growth, X-gal OD620, 72 h; AID 2071; hit rate 0.61% among 280,000; in the data active means inhibition mostly above about 24%, no sharp cut-off; inactive means mostly below about 32%; further: some compounds called inactive have numbers as strong as hits
# IMP-1 inhibitor = blocks Pseudomonas aeruginosa IMP-1 metallo-beta-lactamase. hit rate 0.45% among 290,000. inhibition, % at 5.6 µM. purified IMP-1, nitrocefin hydrolysis, epi-absorbance fluorescence. AID 1556;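 active means inhibition above the mean plus 3 SD of all compounds in the same screening run, cut at about 4.5% in these data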;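 further: 0% = IMP-1 with DMSO and 100% = DMSO wells lacking enzyme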
#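 assay system = purified recombinant IMP-1 metallo-beta-lactamase enzyme | schedule = 15 min preincubation plus 25 min reaction at 25 °C | signal = Epi-absorbance fluorescence, 480 nm excitation, 530 nm emission | read-out basis = percent inhibition from optical density relative to buffer-blank wells | controls = IMP-1 with DMSO as 0%, enzyme-free DMSO as 100%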
# VIM-2 inhibitor = blocks Pseudomonas aeruginosa VIM-2 metallo-beta-lactamase | purified VIM-2, nitrocefin hydrolysis, epi-absorbance fluorescence | inhibition, % at 5.6 µM | hit rate 0.89% among 290,000 | AID 1527;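 active means inhibition above the mean of all tested compounds plus 3 SD, cutoff set per screening run, cut at about 7.5% in these data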;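 further: red hydrolysis product quenches plate fluorescence so inhibitors raise well fluorescence; 0% = enzyme with DMSO and 100% = DMSO without enzyme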
# MEKK2mut PB1 HTS = signal of MEK5 binding to mutant human MEKK2 PB1 domain; percent response, % at 10 µM; bead flow cytometry, Alexa488-MEK5 binding to MEKK2 mutant; hit rate 0.35% among 290,000; AID 1530; in the data active means percent response above about 24%, passing the limit was not always enough; further: inactives centre near 1; some results filed as inactive read as strong as hits
# MEKK2wt PB1 HTS = raises or lowers MEK5 binding to wildtype human MEKK2 PB1 domain. Q9Y2U5. bead flow cytometry, Alexa488-MEK5 binding to MEKK2 WT; actives lie on both sides. binding response (% of control), % at 10 µM. hit rate 1.1% among 290,000; in the data active means binding response below about 67% or above about 130%
# DNA FID counter = fluorescent intercalator displacement, NS3 helicase counter-screen. hit rate 0.17% among 290,000. inhibition, % at 7.9 µM. DNA fluorescent intercalator displacement, fluorescence; in the data active means inhibition above about 37%;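 further: 0% = vehicle and 100% = reference compound; higher means more ethidium bromide displaced from hairpin DNA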
# Active calls of the source: *; · = not tested or not shown.
no.	molecule	HCV NS3 hel inh	SUMO HTRF inh	PfM18AAP inh	NALP1 yeast inh	IMP-1 inhibitor
1	COc1ccc(NC2CCCN(C(=O)CCc3ccncc3)C2)cc1OC (stereo not drawn)	12.2	-5.9	17.1	-1.7	-5.2
2	O=C(Nc1cccc(C(F)(F)F)c1)c1cccnc1N1CCN(c2ccccc2)CC1	-17.8	-18.9	-2.3	16.1	-2.3
3	Cc1ccccc1C1c2[nH]c3ccccc3c2C[C@H]2C(=O)N(c3ccccc3C(=O)NCCN3CCOCC3)C(=O)N12 (stereo partly drawn)	-85.4	2.4	0.6	16.5	-2.5
4	Cc1cc(C)c(NC(=S)N2CCC(N(C)CC3CCCO3)CC2)c(C)c1 (stereo not drawn)	7.8	11.1	-11.7	1.4	-1.7
5	COc1cccc(NC(=O)c2cnsn2)c1	0.6	-8.6	-7.9	-5.2	-3.3
6	O=C(CSc1nc2cccnc2n1Cc1ccccc1)N1CCc2ccccc21	-4.1	·	-2.9	·	-3.8
7	CCc1ccc(NC(=O)c2cnccn2)cc1	2.8	9.7	-2.7	10.6	-6.3
8	COc1ccc(C(=O)NC(=S)Nc2ccc(CN3CCOCC3)cc2)cc1OC	-1.3	7.8	2.7	·	-3.4
9	CCOc1ccc(CNC(=O)Cn2c(=O)c3cccn3c3ccccc32)cc1	-1.1	18.1	-6.2	18.3	6.2*
10	CC12CCC(C(=O)Nc3cc(Cl)ccc3Cl)(C(Br)C1=O)C2(C)C (stereo not drawn)	2.4	-25.6	0.3	19.4	-3.5
11	COC(=O)c1cccc(NC(=S)Nc2ccccc2Cl)c1	-10.2	-5.0	0.3	·	-0.2
12	COc1cccc(-c2coc3cc4oc(=O)c(CCC(=O)O)c(C)c4cc23)c1	31.7	12.6	5.7	6.0	-4.2
13	COc1cccc(CN2CCN(Cc3ccc4c(NC(C)=O)cccc4n3)CC2CCO)c1 (stereo not drawn)	2.6	12.0	-2.5	-1.9	-2.8
14	COCc1n[nH]c(=S)n1-c1ccccc1	4.1	6.7	11.9	16.6	-5.2
15	CCn1c(=O)c(C(=O)CN2CCN(S(=O)(=O)c3ccc(C)cc3C)CC2)c(N)n(Cc2ccccc2)c1=O	-48.4	-13.9	-8.7	36.5	-3.2

no.	VIM-2 inhibitor	MEKK2mut PB1 HTS	MEKK2wt PB1 HTS	DNA FID counter
1	-2.1	3.0	99.0	-2.4
2	-1.4	1.0	95.0	-11.3
3	-1.6	3.0	106.0	-4.6
4	-1.2	6.0	111.0	9.2
5	-2.9	-5.0	90.0	0.8
6	-0.8	·	·	-4.8
7	-2.2	4.0	111.0	-4.4
8	-0.8	-1.0	98.0	-18.2
9	-1.2	1.0	97.0	-31.0
10	-3.1	-1.0	99.0	-5.2
11	-0.2	-3.0	90.0	0.4
12	1.0	2.0	97.0	-21.7
13	-2.5	-9.0	92.0	1.4
14	4.5	6.0	105.0	-0.9
15	-2.0	2.0	111.0	-4.8

# Next section; the last 2 above are carried over.
no.	molecule	HCV NS3 hel inh	SUMO HTRF inh	PfM18AAP inh	NALP1 yeast inh	IMP-1 inhibitor
14	COCc1n[nH]c(=S)n1-c1ccccc1	4.1	6.7	11.9	16.6	-5.2
15	CCn1c(=O)c(C(=O)CN2CCN(S(=O)(=O)c3ccc(C)cc3C)CC2)c(N)n(Cc2ccccc2)c1=O	-48.4	-13.9	-8.7	36.5	-3.2
16	Cc1cc(S(=O)(=O)n2ccnc2)c(Cl)cc1Cl	4.7	10.6	-10.7	3.0	-2.6
17	CC(C)Oc1ccc(S(=O)(=O)N2CCOCC2)cc1NC(=O)c1ccc(N2CCCC2=O)cc1	3.0	9.1	2.7	17.3	-2.0
18	CCOC(=O)COc1cccc2c(=O)n(CC(=O)NCCc3ccc(OC)c(OC)c3)ccc12	-1.6	18.6	-10.2	29.8	-4.2
19	O=C(NCCCN1CCCC1=O)c1cccc(Oc2ccccc2)c1	1.2	14.0	-10.9	4.8	-0.7
20	CN1C(=O)/C(=C/c2ccc(OCc3ccc(F)cc3)cc2)N(C)C1=S	-4.2	-4.4	2.6	-0.5	-3.2
21	COc1ccc(NC(=O)NC(C)c2ccccc2)cc1 (stereo not drawn)	2.9	5.0	-4.6	2.7	-1.2
22	CCN(c1ccccc1)c1cc(C)nc2nc(C)nn12	7.2	1.4	-1.8	14.9	-3.2
23	CCC(C)NC(=O)CS(=O)Cc1nc(-c2cccc(C)c2)oc1C (stereo not drawn)	-3.6	-0.3	-9.1	22.0	-2.4
24	O=C(NCCCc1ccccc1)C1CC(=O)N(c2ccc3c(c2)OCCO3)C1 (stereo not drawn)	7.8	-14.5	-4.2	-61.3	-6.0
25	CCCn1nc(NC(=O)c2ccco2)c2cc3ccccc3nc21	9.2	24.4	5.3	10.5	-1.8
26	Cc1cc(C(=O)Nc2ncc(C)s2)c2ccccc2n1	3.9	11.5	-9.2	6.2	-1.8
27	CCCCCc1ccc(OCCCC[n+]2cccc(C)c2)c(CCCCC)c1	-36.6	-4.6	4.0	5.7	-2.1
28	CCN1C(=O)[C@@H]2Cc3c([nH]c4ccccc34)C(c3cc(OC)c(OC)c(OC)c3)N2C1=S (stereo partly drawn)	-24.1	-12.0	4.1	-4.5	-2.6
29	N#Cc1cc(Oc2ccccc2)c(-n2nnc3ccccc32)cc1C#N	1.6	12.6	-4.3	8.4	-3.4
30	CCc1nc(SCC(=O)OC(C)C)c2ccccc2n1	0.1	2.7	-0.6	-6.8	-3.7

no.	VIM-2 inhibitor	MEKK2mut PB1 HTS	MEKK2wt PB1 HTS	DNA FID counter
14	4.5	6.0	105.0	-0.9
15	-2.0	2.0	111.0	-4.8
16	0.5	-1.0	104.0	-12.0
17	1.2	6.0	106.0	-43.8
18	-3.0	12.0	107.0	-23.1
19	-1.0	0.0	103.0	-11.9
20	-0.5	0.0	96.0	-4.2
21	-2.4	3.0	104.0	-3.4
22	0.6	-22.0	80.0	2.0
23	0.4	13.0	116.0	-20.0
24	-2.3	5.0	106.0	-21.1
25	-1.9	-1.0	98.0	-19.3
26	1.1	-13.0	90.0	-15.3
27	0.5	-10.0	124.0	41.1*
28	-5.5	-5.0	91.0	-33.4
29	-1.4	2.0	104.0	-0.4
30	-4.6	-4.0	91.0	-17.6

# The list goes on.
no.	molecule	HCV NS3 hel inh	SUMO HTRF inh	PfM18AAP inh	NALP1 yeast inh	IMP-1 inhibitor
31	COc1ccccc1-n1c(C)cc(SC)c(C(C)=O)c1=S	0.7	18.7	3.3	30.8	-2.0
32	O=C(/C=C/c1cccc(O)c1)c1ccc(N2CCOCC2)cc1	9.1	12.3	-4.6	-5.4	-1.9
33	COc1c(S(=O)(=O)Nc2cccnc2)ccc(Cl)c1Cl	1.6	10.9	-3.3	-1.6	-0.6
34	Cc1cccc(-c2nnc(NC(=O)c3ccco3)s2)c1	-5.3	-3.4	-4.4	10.8	-2.1
35	COC(=O)c1ccc(C(=O)OC)c(NC(=O)CN(c2ccccc2)S(=O)(=O)N(C)C)c1	-3.1	-0.9	-1.2	12.5	-1.6
36	Cc1ccc(C)n1-c1ccc(C(=O)NCc2cccnc2)cc1	8.6	5.2	-0.3	6.1	-3.7
37	CCOC(=O)c1c(C)n(C)c2ccc(O)c(CN(C)C)c12	-26.0	16.0	-14.4	20.5	-3.5
38	CCOn1c(=O)c(-c2ccccc2)[n+]([O-])c2ccccc21	1.4	21.3	-1.4	12.2	-3.0
39	CCN(CC)c1ccc(NC(=O)c2ccccc2)cc1S(=O)(=O)Nc1ccccc1OC	-2.4	2.9	16.0	11.0	-2.1
40	COc1ccc(CC(NC(C)=O)C(=O)NC2CCN(S(=O)(=O)c3ccc(NC(C)=O)cc3)CC2)cc1 (stereo not drawn)	-4.4	2.3	0.4	20.6	-0.9
41	CCOC(=O)CSc1nnc(-c2ccoc2C)n1-c1ccc(OCC)cc1	-6.0	14.3	-6.8	15.5	-1.2
42	COc1ccccc1/C=N/NC(=O)c1ccc(NC(=O)c2cccc([N+](=O)[O-])c2)cc1	-1.9	3.6	6.4	-10.5	-2.8
43	COc1ccc(S(=O)(=O)n2nc(OC(=O)c3ccco3)cc2N)cc1	0.4	6.2	-2.4	6.0	2.6
44	CC1CCN(C(=O)c2ccc(N(C)S(C)(=O)=O)cc2)CC1	-3.5	7.4	1.5	6.9	-0.2
45	O=C(O)c1cccc(NC(=O)c2ccc3c(c2)C(=O)N(Cc2ccco2)C3=O)c1	9.7	17.0	0.8	5.7	-2.2

no.	VIM-2 inhibitor	MEKK2mut PB1 HTS	MEKK2wt PB1 HTS	DNA FID counter
31	0.7	-4.0	91.0	-2.8
32	-0.4	-15.0	-4.0*	-14.6
33	-0.8	10.0	112.0	-3.9
34	-1.1	2.0	102.0	-13.3
35	-0.2	-5.0	92.0	-8.1
36	-3.5	-1.0	107.0	-3.1
37	-1.1	6.0	101.0	-2.6
38	-2.0	-2.0	100.0	-2.8
39	-2.8	1.0	107.0	-10.0
40	-1.1	-10.0	90.0	-17.0
41	-3.7	-2.0	105.0	-21.6
42	-2.5	-4.0	98.0	1.3
43	2.5	3.0	98.0	-3.0
44	-0.1	14.0	103.0	-4.1
45	-2.1	-6.0	92.0	-10.2

# Limited to MEKK2wt PB1 HTS, HCV NS3 hel inh and DNA FID counter, for 2 of the compounds above:
nr | Molecule | MEKK2wt PB1 HTS | HCV NS3 hel inh | DNA FID counter
6 | O=C(CSc1nc2cccnc2n1Cc1ccccc1)N1CCc2ccccc21 | · | -4.1 | -4.8
7 | CCc1ccc(NC(=O)c2cnccn2)cc1 | 111.0 | 2.8 | -4.4

# Following part
no.	molecule	HCV NS3 hel inh	SUMO HTRF inh	PfM18AAP inh	NALP1 yeast inh	IMP-1 inhibitor
46	COc1cccc(Nc2ncnc3nc[nH]c23)c1	-5.4	4.2	-6.7	34.3	-0.6
47	CSc1ccccc1NC(=O)Cn1nc([N+](=O)[O-])cc1C	3.1	19.6	-6.8	4.1	-2.5
48	O=C(NNC(=S)NC(=O)c1ccco1)c1ccc(F)cc1	-1.2	17.6	3.1	0.6	-1.1
49	O=C1NC(Cc2c[nH]c3ccccc23)C(=O)N1c1ccc(F)cc1 (stereo not drawn)	2.5	5.1	2.3	-0.3	-0.9
50	O=c1c2sccc2nc(SCc2cc(=O)n3cc(Br)ccc3n2)n1Cc1ccccn1	3.1	0.5	8.4	7.0	-1.8
51	O=C(Nc1ccc(N2CCOCC2)nc1)c1c(F)cccc1F	11.8	-11.3	3.0	2.8	-2.1
52	Cc1cc(Cl)c(S(=O)(=O)Nc2cc(S(=O)(=O)N3CCOCC3)ccc2F)cc1OCC(N)=O	0.0	-2.7	11.2	4.7	-3.2

no.	VIM-2 inhibitor	MEKK2mut PB1 HTS	MEKK2wt PB1 HTS	DNA FID counter
46	0.6	0.0	107.0	2.5
47	-2.2	0.0	97.0	1.4
48	-1.8	3.0	95.0	-5.4
49	-1.1	1.0	99.0	2.7
50	-2.4	-2.0	98.0	-2.0
51	-3.2	7.0	99.0	-13.4
52	-0.5	-1.0	93.0	-34.6
